# Mito fusion act – qHTS Assay for Small Molecule Inhibitors of Mitochondrial Division or Activators of Mitochondrial Fusion; 320,000 compounds, 0.23% hits; Potency, µM (series often up to 46.1 µM), inactives show at the highest dose growth rescue (activation), hits mostly activators; AID 485298, 2010; S. cerevisiae fusion-defective mutant growth rescue, CellTiterGlo 48 h;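 note: potency is the fitted concentration of half-maximal effect; % of control where 0% means no effect; nearly all actives have a fitted effect of over 45% in size; temperature-sensitive fusion mutants such as fzo1-1 at 37 °C on non-fermentable ethanol glycerol medium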
#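 Growth-rescue viability read-out: after 48 h at the non-permissive 37C in glycerol/ethanol YPEG, yeast mitochondrial fusion mutants are measured by CellTiterGlo luminescence; compounds (23 nl pinned per well) restoring growth score as division inhibitors or fusion activators.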
# ELG1 repair inh – qHTS screen for small molecules that inhibit ELG1-dependent DNA repair in human embryonic kidney (HEK293T) cells expressing luciferase-tagged ELG1; HEK293T ELG1-luciferase reporter, luminescence, 16 h; DNA damage induced by 5-fluorouridine; Potency, µM (top dose mostly 46.1 µM), for the others: at the top dose activity change, negative = inhibition, hits mostly inhibitors; 330,000 compounds, 2.3% hits; AID 504467, 2011; note: potency is the fitted concentration of half-maximal effect; % is set by controls: 0 for no effect and ±100 for the full control effect; nearly all actives have a fitted effect of over 55% in size
#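 HEK293T cells expressing luciferase-tagged ELG1 (2,000/well) received 5-Fluorouridine plus compound or DMSO for 16 hr at 37 °C. Luciferase was read by ONE-Glo luminescence after 30 min at room temperature.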
# USP2a block – qHTS Assay for Inhibitors of Ubiquitin-specific Protease USP2a Using CHOP2 as the Reporter | Ubiquitin carboxyl-terminal hydrolase 2 (Homo sapiens), O75604 | USP2 core, Ub-CHOP2 coupled fluorogenic reporter, 485/531 | Potency, µM (top dose mostly 38.3 µM), for the others: at the highest dose activity change, negative = inhibition, hits mostly inhibitors | 330,000 compounds, 0.01% hits | AID 463254, 2010;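 note: potency is the fitted concentration of half-maximal effect; plate controls were DMSO wells for no effect and full inhibition by NEM control for full effect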
#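 Cell-free coupled assay: 10nM USP2 core preincubated 30min RT with compound in Tris-HCl pH 8.0/CaCl2/CHAPS buffer, then 25nM Ub-CHOP2 and 25nM reporter substrate; fluorescence (Ex 485/Em 531) read after 60min RT, normalized to NEM inhibition, concentration-response curves fitted.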
# A-T KAP1 phos – qHTS Assay for Identifying a Potential Treatment of Ataxia-Telangiectasia; […] A-T fibroblasts, KAP-1 phosphorylation AlphaLISA; neocarzinostatin DNA damage 30 min before lysis; Potency, µM (highest dose often 57.5 µM), for inactives: at the top dose activation, usual class: activators; 320,000 compounds, 0.19% hits; note: potency is the fitted concentration of half-maximal effect; % of control where 0% means no effect; nearly all actives have a fitted effect of over 45% in size
#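 ATM-like activity read as KAP-1 phosphorylation via AlphaLISA donor/acceptor antibody pairs after lysis and 6 hr at 25C. Cells were ATM-null patient fibroblasts ([…], hTERT), dosed 60 min, then exposed to the DSB inducer NCS for 30 min.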
# TRPV1 agonist – HTS Assay for Compounds that Act as Agonists of the Vanilloid Receptor 1; activation, % at 8.33 µM; 320,000 compounds, 0.19% hits; TRPV1-expressing cells, Fluo-8 calcium influx, agonist mode; in the data active = activation above about 80%; inconclusive = between about 30% and that limit; note: 0% is about no effect
#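 Fluo-8 calcium influx in TRPV1-expressing cells, kinetic read (ex 480/em 520 nm). Compound added and read 3 min for agonist activity, followed by capsaicin at EC20 final and 2 min further read for enhancement.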
# Eya2 inh – qHTS Assay for Inhibitors of the Phosphatase Activity of Eya2; recombinant Eya2, OMFP fluorescence dephosphorylation (OMFP is methylfluorescein phosphate); Potency, µM (top dose mostly 76.9 µM), for inactives: top-dose activity, negative = inhibition, usual class: inhibitors; 330,000 compounds, 0.006% hits; AID 488837, 2010; note: potency is the fitted concentration of half-maximal effect; % is set by controls: 0 for no effect and ±100 for the full control effect
#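 Eya2 (0.2 uM) preincubated 10 min at ambient with compound, then OMFP substrate added at 50 uM; 10 min reaction in 50 mM HEPES pH 7.5, 50 mM NaCl, 5 uM MgCl2, 0.05% BSA, 1 mM DTT. Fluorescence read at Ex 485/Em 525 nm.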
# KCNH2 3.1 inh – qHTS for Inhibitors of KCHN2 3.1: Mutant qHTS. Potassium voltage-gated channel subfamily H member 2, brain isoform KCNH2 3.1 (human). U2OS KCNH2 3.1, thallium flux FluxOr; active compounds read low. activity change, % (tested at about 1.8 µM). 340,000 compounds, 0.95% hits;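 active = maximum activity change below -70%; inconclusive = maximum activity change from -70% to -50%; inactive = maximum activity change above -50%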;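 note: thallium influx rate constant from kinetic fluorescence after stimulation buffer; % is set by controls: 0 for no effect and ±100 for the full control effect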
#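 Thallium flux read-out: FluxOr dye with Red40 quencher in HBSS/HEPES, 45 min at RT. Rate constants from kinetic reads were normalized to positive and negative DMSO controls. Cells: U2OS virally expressing the 3.1 isoform.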
# TCR activator – Activators of T cell receptors: qHTS campaign; primary human leukocytes, anti-CD3, IL-2 HTRF, 48 h; Potency, µM (series often up to 9.22 µM), inactives show at the top dose activation of IL-2 secretion, actives largely listed as activators; 330,000 tested, under 10 active; note: % of control where 0% means no effect
#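 48 hr co-incubation of compounds, a-CD3 beads and primary human leukocytes; IL-2 quantified homogeneously by HTRF with anti-IL-2 K and d2 conjugates.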
# KCNH2 WT inh – qHTS for Inhibitors of KCHN2 3.1: Wildtype qHTS. AID 720551, 2013. Voltage-gated inwardly rectifying potassium channel KCNH2 (Homo sapiens), Q12809. 340,000 compounds, 0.37% hits. activity change, % at 1.84 µM. U2OS, BacMam KCNH2, thallium flux FluxOr; active compounds read low;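 active = maximum activity change below -70%; inconclusive = maximum activity change between -70% and -50%; inactive = maximum activity change above -50%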; note: % is set by controls: 0 for no effect and ±100 for the full control effect
# Target sequence (Q12809 whole entry, looked up): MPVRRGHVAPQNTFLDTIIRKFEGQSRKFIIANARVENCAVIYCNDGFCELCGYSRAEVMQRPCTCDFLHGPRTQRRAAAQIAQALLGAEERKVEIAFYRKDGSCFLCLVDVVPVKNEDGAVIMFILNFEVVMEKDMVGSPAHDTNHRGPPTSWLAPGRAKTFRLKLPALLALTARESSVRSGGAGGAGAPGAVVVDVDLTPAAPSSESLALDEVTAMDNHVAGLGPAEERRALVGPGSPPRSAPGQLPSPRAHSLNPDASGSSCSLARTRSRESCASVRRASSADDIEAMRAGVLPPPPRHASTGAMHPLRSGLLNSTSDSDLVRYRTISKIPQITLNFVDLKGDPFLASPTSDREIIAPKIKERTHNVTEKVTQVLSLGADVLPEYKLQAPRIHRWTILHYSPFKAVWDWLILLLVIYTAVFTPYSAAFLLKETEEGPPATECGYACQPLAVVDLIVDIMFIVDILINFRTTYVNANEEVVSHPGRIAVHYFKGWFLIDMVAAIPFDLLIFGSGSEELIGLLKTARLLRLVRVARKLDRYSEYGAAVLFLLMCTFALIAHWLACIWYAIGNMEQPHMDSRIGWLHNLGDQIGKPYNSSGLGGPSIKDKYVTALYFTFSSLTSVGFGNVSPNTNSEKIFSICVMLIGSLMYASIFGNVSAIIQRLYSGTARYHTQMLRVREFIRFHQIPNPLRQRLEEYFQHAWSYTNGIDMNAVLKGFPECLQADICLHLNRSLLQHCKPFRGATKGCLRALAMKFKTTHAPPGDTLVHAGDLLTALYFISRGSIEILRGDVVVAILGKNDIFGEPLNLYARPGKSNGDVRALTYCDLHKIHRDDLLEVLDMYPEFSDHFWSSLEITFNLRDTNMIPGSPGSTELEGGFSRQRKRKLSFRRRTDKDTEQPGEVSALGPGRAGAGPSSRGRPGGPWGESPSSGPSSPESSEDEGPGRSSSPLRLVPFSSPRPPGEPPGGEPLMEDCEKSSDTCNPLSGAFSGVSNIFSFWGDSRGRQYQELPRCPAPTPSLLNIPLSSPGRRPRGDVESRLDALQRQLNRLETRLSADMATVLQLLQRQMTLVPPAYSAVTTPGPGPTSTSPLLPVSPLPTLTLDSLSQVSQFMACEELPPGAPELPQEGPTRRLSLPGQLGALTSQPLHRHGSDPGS
#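 U2OS cells were transduced with wild-type KCNH2 virus (2.03 x 10^8 / mL) for 4 h at room temperature, then cultured overnight at 37 C. Thallium flux was read with FluxOr dye. Rate constants were normalized to DMSO controls.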
# TSHR antagonist – Antagonists of the Thyroid Stimulating Hormone Receptor: HTS campaign | Thyrotropin receptor (Homo sapiens), P16473 | activity change, negative = inhibition, % at 11.5 µM | TSHR-expressing cells, TSH-stimulated cAMP HTRF, 2 h; active compounds read low | 330,000 compounds, 0.2% hits;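 active = activity change below a set negative limit, meaning inhibition stronger than a set level, cut at about -70% in these data; inconclusive = activity change between two set negative limits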; note: % is set by controls: 0 for no effect and ±100 for the full control effect
#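 TSHR-expressing cells, 200/well, pre-treated with compound, then stimulated with EC80 TSH (4nM final) for 2 hours at 37 deg C. cAMP measured by competitive HTRF: anti-cAMP cryptate antibody in lysis buffer plus cAMP-d2, read after 30 minutes at room temperature.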
# Starred values were filed as active, the others as inactive; i = inactive; ? = inconclusive; / = not tested or not shown; [ ] = remark or other dose. Unless noted, calls come from the whole dose curve; as a rule, active = well fitted curve in the direction sought with a large enough effect; inconclusive = small, poorly fitted or top-dose-only effect, or another doubt; inactive = no such curve, though single readings can be large; an effect the other way counts as inactive or inconclusive.
SMILES,Mito fusion act,ELG1 repair inh,USP2a block,A-T KAP1 phos,TRPV1 agonist,Eya2 inh,KCNH2 3.1 inh,TCR activator,KCNH2 WT inh,TSHR antagonist
COC(=O)c1ccc(NC(=O)CCN2C(=O)NC(C)(C)C2=O)cc1,-6%,20%,3%,19%,1,-17%,-2,6%,-1,21
CCC(C)OC(=O)n1ccc(C(=O)Nc2nccs2)n1 (stereo not drawn),-1%,?,3%,-4%,-1,-9%,-4,3%[46.1 µM],-10,-11
CC(=O)C[C@@H](O)CC(=O)[C@@H]1OC(=O)CCCCCCCc2ccccc21,/,?,-1%,15%,/,2%,2,8%,-4,5
CC(C)C[C@@H]1CN=C(N)N1C[C@@H]1CCCN1C[C@@H](C(C)C)N1C[C@@H](Cc2ccccc2)N(CCCC2CCCC2)C1=N,/,4%,2%,11%,/,7%,3,6%,-3,-10
Cc1cc(=O)oc2ccc(OC(=O)CN3C(=O)c4cccc([N+](=O)[O-])c4C3=O)cc12,-4%,?,6%,-4%,0,3%,18,5%[46.1 µM],3,-21
CCN(C(=O)COC(=O)c1ccc(S(=O)(=O)N2CCCc3ccccc32)cc1)C1CCS(=O)(=O)C1 (stereo not drawn),11%,3%,-1%,6%,4,1%,11,-2%,18,6
COc1cc(NC(=O)c2cc(S(=O)(=O)N3CCCCC3)c[nH]2)cc(OC)c1,-2%,-4%,1%,-5%,1,-8%,-2,-2%,15,4
COc1ccc(-c2ccc(C(=O)O)o2)c([N+](=O)[O-])c1,-2%,8%,2%,-3%,5,9%,1,4%,i,-4
O=C(CN1C(=O)CC(c2ccccc2)S(=O)(=O)c2ccccc21)N1CCCCC1 (stereo not drawn),-1%,18%,-7%,-1%,2,10%,2,-2%,-2,7
COc1cc(/C=C2/SC(=O)N(Cc3ccccc3)C2=O)ccc1OCc1ccncc1,1%,10µM*,1%,6%,-2,11%,-16,1%,-7,6
O=S(=O)(NCc1ccccc1)c1ccc(S(=O)(=O)N(Cc2cccs2)CC2CCCO2)cc1 (stereo not drawn),1%,10%,-2%,4%,1,0%,-8,-2%,3,-1
COc1ccc(C(=O)OCC(=O)N2C(C)CCCC2C)cc1[N+](=O)[O-] (stereo not drawn),-3%,13%,0%,-3%,3,4%,0,10%,-2,-1
CCOc1ccc(OCCC(=O)OCC(=O)NCc2ccccc2)cc1,-3%,2%,0%,16%,7,-9%,-1,5%,18,-12
CCCCNc1c(-c2ccc(SC(C)CC)c(OC)c2)nc2ccc(C)cn12 (stereo not drawn),-23%,5%,-24%,?,?,-38%,-31,-4%,26,?
O=C(NCC1CCCO1)c1cc2nc(-c3ccco3)cc(C(F)(F)Cl)n2n1 (stereo not drawn),1%,-1%,5%,-5%,4,6%,-7,-2%,-23,6
COc1ccccc1C(=O)NC(=O)Nc1c(C)cc(C)cc1C,?,-18%,1%,10%,?,-14%,-14,-2%,6,-3
COc1ccc(N2CC(NS(=O)(=O)c3cccs3)CC2=O)cc1 (stereo not drawn),-4%,25%,0%,-3%,3,1%,-31,-4%,5,4
COc1ccc(S(=O)(=O)N2CCOCC2)cc1NC(=O)CSc1ccc(F)cc1,0%,?,-1%,7%,9,-19%,-1,4%,-2,-6
COc1ccccc1N1CCN(C(=O)/C=C/c2cccs2)CC1,2%,29%,-1%,-1%,7,3%,2,9%[46.1 µM],8,6
CCCCNc1ccc(S(=O)(=O)c2cccc([N+](=O)[O-])c2)cc1[N+](=O)[O-],2%,-7%,2%,-2%,0,-7%,/,1%[46.1 µM],-2,-2
Cc1cc(S(=O)(=O)NC2CCCC2)ccc1F,3%,10%,4%,/,2,-18%,-2,3%,-6,15
Cc1ccc2c(C)nc(Nc3nc(CSc4nnc(C)s4)cc(=O)[nH]3)nc2c1,3%,?,0%,-3%,9,1%,-2,0%,-26,-7
CC(=O)c1c(C)[nH]c(C(=O)Nc2cccnc2)c1C,-6%,?,-4%,-6%,1,5%,23,-3%,-6,-3
COc1ccc(CCn2c3c(c(=O)[nH]c2=O)C(NC(=O)c2cccs2)(C(F)(F)F)C(=O)N3)cc1OC (stereo not drawn),-2%,8%,0%,-8%,1,11%,9,-3%,3,-8
N/C(=N\OC(=O)c1cc(Br)ccc1Cl)c1ccccn1,10%,?,2%,-1%,2,-4%,-6,8%,-7,17

# Fetched one by one from the entries so far:
SMILES,Mito fusion act,ELG1 repair inh,USP2a block,A-T KAP1 phos,TRPV1 agonist,Eya2 inh,KCNH2 3.1 inh,TCR activator,KCNH2 WT inh,TSHR antagonist
COc1ccc(N2CC(NS(=O)(=O)c3cccs3)CC2=O)cc1 (stereo not drawn),-4%,25%,0%,-3%,3,1%,-31,-4%,5,4
COC(=O)c1ccc(NC(=O)CCN2C(=O)NC(C)(C)C2=O)cc1,-6%,20%,3%,19%,1,-17%,-2,6%,-1,21

# Other entries
SMILES,Mito fusion act,ELG1 repair inh,USP2a block,A-T KAP1 phos,TRPV1 agonist,Eya2 inh,KCNH2 3.1 inh,TCR activator,KCNH2 WT inh,TSHR antagonist
O=C(NCCc1c[nH]c2ccccc12)c1ccc(S(=O)(=O)NCc2ccco2)cc1,2%,?,1%,-1%,-3,3%,3,/,26,6
Cc1ccccc1N1CC(C(=O)Nc2ccc3c(c2)OCO3)CC1=O (stereo not drawn),-2%,22%,-2%,-13%,1,12%,-2,3%,5,2
CCc1ccc(NC2=CC(=O)C(=O)c3ccccc32)cc1,-3%,1%,3%,24%,2,-15%,-8,5%,5,-17
CN(c1ccccc1)S(=O)(=O)c1cccc(NC(=O)CN2CCCc3ccccc32)c1,6%,?,-3%,-3%,-6,-12%,14,0%,3,-9
CSCCCN1CCCC(CO)(Cc2ccc(F)cc2)C1 (stereo not drawn),-9%,3%,0%,-1%,2,7%,-8,/,-21,-17
Fc1cc(F)c2nc(N3CCCC3)sc2c1,0%,?,2%,-6%,25,-4%,11,7%,-18,-1
COc1ccc2[nH]c3c(=O)n(CCCCCC(=O)NCCC(C)C)c(=S)[nH]c3c2c1,-7%,-20%,9%,5%,5,-1%,9,6%,7,-5
COc1cc(-c2noc(CCCC(=O)Nc3cccnc3)n2)cc(OC)c1OC,0%,-17%,11%,1%,1,7%,1,2%,17,2
O=C(O)CC/C(=N/Nc1ncc(C(F)(F)F)cc1Cl)C(=O)O,-12%,?,3%,0%,-2,-8%,-22,-6%,7,-5
COC(CNC(=O)c1ccc2c(c1)nc(C)n2-c1cc(C)cc(C)c1)OC,-8%,?,4%,-11%,2,-22%,-1,7%,-5,6
CCC1CCC2(CC1)NC(=O)N(CC(=O)Nc1ccc(OC)c(Cl)c1)C2=O (stereo not drawn),-2%,4%,1%,-1%,24,13%,6,-2%,-4,0
O=c1cc(O)c2sc(Nc3ccc(F)cc3)nc2[nH]1,-2%,1%,1%,10%,-10,3%,28,3%[46.1 µM],1,3
O=C(N/N=C/c1ccc(O)c(O)c1)c1cccc(S(=O)(=O)N2CCCC2)c1,3%,0%,0%,-5%,22,12%,7,6%,8,10
CCc1c(SCCC(=O)O)nc2ccccc2c1C,19%,1%,2%,0%,-1,4%,-15,1%,-14,-10
CN(c1ccccc1)S(=O)(=O)c1cccc(NC(=O)c2ccc(Cl)c([N+](=O)[O-])c2)c1,/,21µM*,-14%,-6%,/,-3%,-10,10%,-3,0
CC(C)(C)n1ncc2c(=O)n(CC(=O)c3ccc(Cl)cc3)cnc21,1%,?,2%,4%,17,0%,3,0%,10,-9
COCCN1CCN(C(=O)c2cc(COc3ccc(F)cc3Cl)on2)CC1,-3%,?,3%,17%,9,-4%,12,2%,-11,-2
CCOC(=O)C(NC(C)=O)(Nc1ccc(S(=O)(=O)Nc2onc(C)c2C)cc1)C(F)(F)F (stereo not drawn),-1%,6%,-1%,1%,2,-13%,8,4%,-2,14
Cc1cc(C)cc(N(CC(=O)NCc2ccco2)C(=O)CCC(=O)Nc2nccs2)c1,5%,-6%,2%,5%,1,0%,-72*,-6%,6,-7
O=C(C1CC1)N(Cc1ccco1)c1nc(-c2ccccc2)cs1,4%,-9%,-9%,19%,1,3%,-11,-3%,-3,/

# Assay outcomes from PubChem.

# Not all compounds are listed; count on the stated rates, not on these rows.
